Compound activity from PubChem BioAssay.
hcGAS lum: inhibitors of human cGAS. recombinant h-cGAS, ATP depletion, Kinase-Glo luminescence. 0.081% of 290,000 active. Q8N884. inhibition, % at 12.5 µM;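 note: 0% = vehicle reaction and 100% = reaction without DNA for no activity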
Target sequence (Q8N884 whole entry, looked up): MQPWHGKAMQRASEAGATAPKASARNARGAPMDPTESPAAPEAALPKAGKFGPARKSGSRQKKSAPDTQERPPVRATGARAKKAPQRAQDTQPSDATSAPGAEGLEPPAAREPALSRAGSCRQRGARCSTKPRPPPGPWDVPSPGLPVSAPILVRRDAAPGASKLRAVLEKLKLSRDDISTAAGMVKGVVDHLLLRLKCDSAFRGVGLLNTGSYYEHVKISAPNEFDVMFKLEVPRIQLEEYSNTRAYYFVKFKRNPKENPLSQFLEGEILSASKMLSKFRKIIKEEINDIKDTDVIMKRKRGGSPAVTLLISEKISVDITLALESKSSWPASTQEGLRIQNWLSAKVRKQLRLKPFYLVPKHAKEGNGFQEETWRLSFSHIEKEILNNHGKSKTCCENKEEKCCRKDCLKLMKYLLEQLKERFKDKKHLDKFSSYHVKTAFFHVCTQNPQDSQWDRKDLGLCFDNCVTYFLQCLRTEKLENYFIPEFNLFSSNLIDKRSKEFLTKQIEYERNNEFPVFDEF
NPYLR7 ag: activates Aedes aegypti NPYLR7 receptor; HEK293T NPYLR7/Galpha15, GCaMP6s calcium fluorescence; activation, % at 10 µM; 0.15% of 270,000 active; AID 1259423; in the data active = activation above about 40%;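 note: 0% = vehicle and 100% = reference agonist at the receptor; some compounds past the cut are filed as inactive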
mcGAS lum: inhibitors of mouse cGAS | Q8C6L5 | recombinant cGAS, Kinase-Glo ATP depletion luminescence | inhibition, % at 12.5 µM | 0.15% of 160,000 active | AID 1259399;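 note: 0% = negative control wells and 100% = reference inhibitor with no enzyme activity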
The depositor's hits bear a star; . = no result given; & = joins results of further samples. Cut-off read from the data, not from the text of the source, unless noted: active = inhibition above about 40%; inactive = the rest.

The opening two records, to show the layout:
smiles | hcGAS lum | NPYLR7 ag | mcGAS lum
Cc1ccc(CNC(=O)c2ccccc2C(F)(F)F)cn1 | -2.5 | 10.4 | .
NC(=O)COc1ccc(C(=O)N2CCC3CCCCC3C2)cc1 (stereo not drawn) | -5.6 | 4.0 | -6.6

The whole of this part (from the top)
smiles | hcGAS lum | NPYLR7 ag | mcGAS lum
Cc1ccc(CNC(=O)c2ccccc2C(F)(F)F)cn1 | -2.5 | 10.4 | .
NC(=O)COc1ccc(C(=O)N2CCC3CCCCC3C2)cc1 (stereo not drawn) | -5.6 | 4.0 | -6.6
C=CCn1cc([C@@H]2C[C@H](NC(C)=O)C[C@H](c3cc(F)cc(F)c3)O2)cn1 | -0.3 | 2.7 | .
NC(=S)NN=Cc1c[nH]c2ccccc12 | -11.3 | 4.5 | .
CCOC(=O)c1nn(-c2ccccc2C)c(=O)cc1OS(=O)(=O)c1ccc(Cl)s1 | -4.2 | 11.5 | .
O=C(O)Cc1csc(SCc2ccccc2)n1 | 0.9 | 3.5 | .
CCCc1cc(C(=O)N2CCC3(CCCN(Cc4ccc(F)cc4)C3)C2)n[nH]1 (stereo not drawn) | -2.5 | 1.5 | .
Cn1c(=O)c(C(=O)Nc2cccc(F)c2)c(O)c2ccccc21 | -3.8 | 13.4 | -8.7
CNC(=O)NC(=O)COC(=O)c1oc2ccc(Br)cc2c1C | -7.2 | 0.9 | .
O=C(Nc1ccccc1C(=O)N=Nc1c(O)[nH]c2ccccc12)c1ccccc1 | 2.5 | -2.5 | .
CSc1ccccc1C(=O)NCc1c(C)ncc2c1CCN(C(=O)C1COc3ccccc3O1)C2 (stereo not drawn) | -7.2 | 24.0 | -13.2
Fc1ccc(Nc2nnnc3c2cnn3-c2ccccc2)c(F)c1 | -19.3 | 2.6 | .
COCCCNc1nc(N)c([N+](=O)[O-])c(Nc2ccc(C)cc2)n1 | -1.5 | 3.7 | -3.4
COc1ccc2[nH]c3c(c2c1)CCN(C(=O)c1cc(C)on1)C3c1ccc(-c2ccccc2C(F)(F)F)o1 (stereo not drawn) | -17.5 | 14.1 | -9.5
O=C(c1ccc(-n2cccc2)cc1)N1CCC2(C=Cc3ccccc32)CC1 | 5.3 | 13.0 | .
CN(C)S(=O)(=O)c1ccc(Cl)c(C(=O)N=c2sccn2C)c1 | -6.6 | 8.3 | .
Cc1nc(C(C)NC(=O)CCC2CCCC2)n[nH]1 (stereo not drawn) | 0.9 | -0.5 | .
CCOc1cccc(-c2cc(C(=O)N3CCN(c4ncccn4)CC3)c3ccccc3n2)c1 | -3.4 | 6.9 | -3.8
Cc1nc2scc(-c3cccc(NC(=O)Nc4ccc(F)cc4)c3)n2c(=O)c1C | -1.6 | -6.9 | -7.0
O=C(C1CCC1)N(Cc1ccc(F)cc1F)CC1CC(c2ccc(Cl)cc2)=NO1 (stereo not drawn) | 1.8 | -6.9 | 0.3
O=C1OC23CCC(CC2)N(c2ccccn2)C3CN1Cc1ccccc1 (stereo not drawn) | -3.9 | 18.9 | -6.6
O=C(Cn1cnc2c(nnn2-c2cccc(F)c2)c1=O)c1ccccc1 | -5.8 | -5.3 | -8.4
O=C(NC1CC1)c1csc(CSc2nnc(-c3ccccc3Cl)n2-c2ccccc2F)n1 | -15.3 | -5.5 | -5.2
CCN(CC)C(=O)CSc1nc(=O)n2cc(C)ccc2n1 | -12.1 | 4.2 | -8.3
O=C(Nc1ccc(N2CCC(Cc3ccccc3)CC2)c(C(=O)NCc2cccnc2)c1)c1cc(Cl)cc(Cl)c1 | -5.6 | 19.0 | -6.3
CCOc1cc(C2Nc3ccccc3C(=O)N2C)cc(Cl)c1OC (stereo not drawn) | -7.4 | 1.7 | .
O=S(=O)(CCSc1ccccn1)c1nc2ccccc2s1 | -7.6 | 0.6 | .
CC(C)c1nnsc1CNC(=O)C1CCCN(C(=O)N(C)C)C1 (stereo not drawn) | -3.7 | 1.8 | .
O=C(Nc1ccc2c(c1)OCO2)C(C1CCCC1)N1CCN(C(=O)c2ccc([N+](=O)[O-])cc2)CC1 (stereo not drawn) | -8.0 | 15.0 | -5.4
O=C(c1cn(Cc2ccccc2)cc2c(=O)n(-c3ccccc3)nc1-2)N1CCc2ccccc2C1 | -4.4 | 4.9 | -9.4

Ordered by count of non-hydrogen atoms (high to low): 5 of the compounds above.
smiles | hcGAS lum | NPYLR7 ag | mcGAS lum
O=C(c1cn(Cc2ccccc2)cc2c(=O)n(-c3ccccc3)nc1-2)N1CCc2ccccc2C1 | -4.4 | 4.9 | -9.4
C=CCn1cc([C@@H]2C[C@H](NC(C)=O)C[C@H](c3cc(F)cc(F)c3)O2)cn1 | -0.3 | 2.7 | .
Fc1ccc(Nc2nnnc3c2cnn3-c2ccccc2)c(F)c1 | -19.3 | 2.6 | .
Cn1c(=O)c(C(=O)Nc2cccc(F)c2)c(O)c2ccccc21 | -3.8 | 13.4 | -8.7
CCN(CC)C(=O)CSc1nc(=O)n2cc(C)ccc2n1 | -12.1 | 4.2 | -8.3

Carrying on.
smiles | hcGAS lum | NPYLR7 ag | mcGAS lum
CC1CCN(C(c2ccco2)C2Sc3nc(-c4ccco4)nn3C2=O)CC1 (stereo not drawn) | -1.4 | 3.5 | -4.9
OCc1ccc(CN2CCC(Oc3ccc(Cl)cc3)CC2)o1 | 1.2 | 2.5 | .
COc1cc(NC(=O)C(C2CCCC2)N2CCN(C(=O)CCc3ccccc3)CC2)cc(OC)c1 (stereo not drawn) | -6.4 | -2.3 | -3.3
CCNc1ccnc(-c2cc(OC)ccc2F)n1 | -5.1 | 3.6 | -17.0
COc1ccc(C2c3cccn3-c3ccccc3N2C(=O)CN(C(=O)c2ccccc2Cl)C2CC2)cc1 (stereo not drawn) | -6.7 | -10.4 | -4.4
COc1ccc(C2CC(=O)C3C(=Nc4ccccc4NC3c3ccccn3)C2)cc1 (stereo not drawn) | -0.8 | -0.5 | -3.8
Cc1nc2ncnn2c(N2CCN(C(=O)c3ccc(Cl)nc3)CC2)c1Cc1ccccc1 | 0.2 | -1.2 | -4.8
COc1cc(C(=O)N(C)CC2CCCN(CCc3cccc(C(F)(F)F)c3)C2)ccc1C (stereo not drawn) | -8.0 | -0.1 | -10.1
CCOC(C)C(=O)Nc1[nH]ncc1C(=O)NCc1ccc(OC)cc1 (stereo not drawn) | -13.5 | -1.3 | .
CCC(C(=O)NC(Cc1ccccc1)C(=O)Nc1nnc(-c2ccc(Cl)cc2)s1)c1ccccc1 (stereo not drawn) | -0.1 | -10.1 | -1.7
O=C(Cc1cccc(F)c1)NC1CC(=O)N(Cc2ccc(F)cc2)C1 (stereo not drawn) | -7.7 | 7.1 | .
c1ccc2nc(Cn3cnnc3)ccc2c1 | -7.1 | -2.4 | .
COc1ccc(CCN2CC(Nc3cnc4ccccc4n3)CC2=O)cc1 (stereo not drawn) | -5.1 | 0.8 | .
Cc1ccccc1NC(=O)CCNC(=O)COc1c(C)ccc(C)c1C | -7.7 | 0.9 | .
Cn1c(=O)[nH]c(=O)c2c1nc(N1CCC(Cc3ccccc3)CC1)n2Cc1ccccc1 | -1.0 | 3.4 | .
Cc1cccc(COc2cccc3ccc(N4CCC(C(N)=O)CC4)nc23)c1 | -4.1 | 14.6 | -7.8
CC(C)c1ccc(NC2CCCN(C(=O)c3cc(C(C)C)nc(N)n3)C2)cc1 (stereo not drawn) | -3.5&4.0 | 15.9&2.8 | .
COc1ccc(-c2nc3ccccc3c(C(=O)Nc3ccc(C(C)=O)cc3)c2C)cc1 | 2.1 | 3.2 | 0.9
CC(=O)N1CCN(c2nc(-c3ccccc3)c3cc(Br)ccc3n2)CC1 | -7.7 | -9.5 | -4.8
CCCc1cc(=O)n2[nH]c(C)c(-c3ccccc3)c2n1 | -1.9&7.8 | -4.3&-1.2 | 2.6
COc1cc(Cl)ccc1C(=O)NCCN1CCCC1 | -11.9 | 8.2 | -7.3
CCOC(=O)c1nn(-c2ccc(F)cc2)c(=O)cc1N1CCN(c2ccccc2Cl)CC1 | -0.2 | 8.7 | .
COc1ccc(-c2cc(=O)n(CC(=O)Nc3cccnc3)cn2)cc1 | -8.7 | 11.0 | .
CCOc1ccc(Cl)c(C(=O)Nc2nc(CC)c(C)s2)n1 | -0.2 | 2.9 | .
Cn1nc(Oc2nc(N3CCOCC3)nc(N3CCOCC3)n2)ccc1=O | -12.8 | 0.9 | .
CSc1nc(NC(C)C)c2cnn(CCNC(=O)c3ccc(-c4ccccc4)cc3)c2n1 | -4.7 | . | -7.5
Cc1nnsc1CN(C)C(=O)c1ncn[nH]1 | -8.4 | 13.6 | .
CC1(C(=O)NCc2ccco2)CCN1C(=O)C1(c2ccc(Cl)cc2)CC1 (stereo not drawn) | 3.6 | -5.7 | 0.1
CCCNC(=O)c1cccc(NCC(=O)Nc2ccc(C)c(C)c2)c1 | -4.1 | 2.7 | .
CC(=O)c1ccc(S(C)(=O)=O)c(N(C)Cc2cccs2)c1 | -10.8 | 12.5 | .
COc1ccc(-c2cc(NS(C)(=O)=O)n(C3CCS(=O)(=O)C3)n2)cc1 (stereo not drawn) | 1.3 | -1.4 | -1.8
CC(C)NC(=O)C1Cc2cc([N+](=O)[O-])ccc2N2CCCC12 (stereo not drawn) | -4.2 | . | -4.1
CC1ON=C(c2ccccc2F)NC1=O (stereo not drawn) | -0.4 | 2.6 | .
CCn1c(=O)c2c(nc3n2CCN3c2ccc(C)c(C)c2)n(C)c1=O | -0.3 | 10.7 | .
CC(C)(CO)NCc1cccc(Oc2ncccn2)c1 | -10.7 | 5.8 | .
C[C@@H](c1cccc2ccccc12)N(C)Cc1ccc(C(=O)N2C3CCC2CC(Oc2cccc(C(F)(F)F)c2)C3)cc1 (stereo partly drawn) | -0.2 | 24.7 | -6.1
N#CCCN(CC(=O)Nc1ccc(C(F)(F)F)cc1)c1ccccc1 | 1.7 | 2.9 | .
COc1cc(=O)n(-c2ccc(C)cc2)nc1C(=O)N(Cc1ccccc1)c1ccccc1 | -9.4 | 9.3 | -7.1
O=C(Nc1ccc2c(c1)CCC2)c1cc2n(n1)CCN(Cc1cccc(Cl)c1)C2=O | -6.9 | 12.6 | -6.2
O=C(NC1CC1)C1CCN(c2ccc3ccccc3c2)C1=O (stereo not drawn) | -2.9 | 5.5 | .
OCC1(Cc2ccccc2Cl)CCN(C2CCN(c3ccccc3)CC2)CC1 | -7.9 | 2.9 | .
CCC[C@H]1CN(c2nnc(C)s2)C[C@@H]1NC(=O)C1CCOCC1 | -5.5 | . | -4.9
COC(=O)C(C)Sc1ccc2nnc(-c3cccnc3)n2n1 (stereo not drawn) | -5.0 | -3.5 | -3.9
CC(C)CNC(=O)c1cn(Cc2ccc(F)cc2)nc1OCc1ccc(F)cc1 | -7.7 | 10.4 | -7.8
CN(C)C1CCCCC1NS(=O)(=O)c1ccccc1 (stereo not drawn) | -4.5&2.4 | -2.2&-2.3 | 0.0
Cc1ccnn1-c1ccc(C(=O)N(C)CC(N)=O)cc1 | -6.0 | -4.4 | .
Cc1cccc(SC2CCN(Cc3ccccc3C(=O)O)CC2)c1 | -8.2 | 3.7 | -19.3
COc1ccnc(C(=O)NC2(c3noc(C4CCCO4)n3)CCCCCC2)c1 (stereo not drawn) | -1.5 | 2.0 | .
CCCc1noc2ncc(C(=O)NC3CCN(C)C3)cc12 (stereo not drawn) | -2.7 | 5.3 | .
CCOC(=O)N1CCN(C(=O)CC(c2cccc(OC)c2OC)c2c[nH]c3ccccc23)CC1 (stereo not drawn) | -7.6 | . | -9.3
COc1ccc(F)cc1-c1nccn1CC(OC)c1cccs1 (stereo not drawn) | -6.5 | 4.8 | .
COC(=O)CN1C(=O)CNC12CCN(C(=O)c1ccc(-n3cccc3)nc1)CC2 | 8.4 | -0.5 | .
CC(C)CN1C(=O)C(c2c(C(C)C)[nH]n(-c3ccc(Cl)cc3)c2=O)=C([n+]2ccccc2)C1=O | -11.5 | 9.7 | -10.2
CC(=O)C(C)n1c(=O)c2c(nc3n(CCc4ccccc4)c(C)c(C)n23)n(C)c1=O (stereo not drawn) | -3.1 | 1.0 | .
COc1cccc(COc2coc(C(=O)NC3CC3)cc2=O)c1 | -1.2 | 1.7 | .
CSCCC1NC(=S)N(CCNC(=O)c2ccc(C)c(F)c2)C1=O (stereo not drawn) | -3.4 | 10.6 | .
O=C(CCN(Cc1ccccc1)c1nc(-c2ccccc2)nc2cc(Cl)ccc12)NC1CC1 | -6.4 | . | -10.3
O=C(c1ccc2c(c1)OCO2)N1CCC(C2(Cc3ccc(F)cc3)NC(=O)N(CC3CC3)C2=O)CC1 (stereo not drawn) | -4.9 | 7.6 | -12.8
COCCCN(CC(=O)N(CCc1c[nH]c2ccccc12)Cc1ccc(Cl)cc1)C(=O)Cc1ccccc1 | -5.5 | . | -5.3
CN(Cc1ccc2nsnc2c1)C(=O)c1ccccc1-n1cncn1 | -8.6 | 26.6 | .

Carrying on:
smiles | hcGAS lum | NPYLR7 ag | mcGAS lum
Cc1ccc(CC2(NC(=O)c3ccoc3C)CC2)cc1 | -4.7 | -2.9 | .
CC(=O)N1CCN(CC(=O)c2cc(C)n(-c3ccccc3)c2C)CC1 | -3.8 | -2.9 | .
Cc1cc2nc(N3CCCN(Cc4cccc5cccnc45)CC3)nc(C)c2cc1C | -7.8 | 27.2 | -11.0
CCOc1ccc(-c2nc(Cn3nnc(C(=O)Nc4ccc(F)c(F)c4)c3C)c(C)o2)cc1 | -5.2 | -0.5 | -8.2
